GRP78 ERSR act: ER stress response induction in glioma | U87-MG GRP78 promoter luciferase reporter, 16 h | Potency, µM, for the others: at the highest dose activation, most hits filed as activators | hit rate 0.02% among 420,000; note: potency is the fitted concentration of half-maximal effect; series mostly up to about 76 µM; % of control where 0% means no effect; nearly all actives have a fitted effect of over 35% in size
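Stably transfected U87-MG human glioma cells carrying a GRP78-based luminescent sensor were seeded at 1000 cells/well, pin-dosed with compounds and incubated 16 h. Luciferase reagent was then added, and end-point luminescence was read after 10 min at room temperature.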
ALOX12 inh: inhibitors of human 12S-lipoxygenase ALOX12. purified 12hLO, xylenol orange hydroperoxide absorbance. Potency, µM (titrated, usually from 108 µM), without a hit: at the top dose activity change, negative = inhibition, most hits filed as inhibitors. P18054. hit rate 1.1% among 580,000; note: potency is the fitted concentration of half-maximal effect; % is set by controls: 0 for no effect and ±100 for the full control effect
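Purified human 12hLO at 150 nM in 25 mM Hepes, 0.01% Triton X-100, pH 7.0, preincubated 15 min at room temperature with compound. Reaction started with 40 uM arachidonic acid, 30 min at room temperature. Hydroperoxide measured by Fe-xylenol orange, 573/405 nm absorbance ratio.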
Vif-APOBEC3F blk: Vif-A3F binding inhibition | AID 602313 | hit rate 0.2% among 390,000 | HeLa A3F-eYFP + Vif (tagged APOBEC3F with the HIV-1 protein that degrades it), YFP fluorescence increase | Potency, µM (highest dose often 46.1 µM), for the others: top-dose activity, negative = active; note: potency is the fitted concentration of half-maximal effect; % of control where 0% means no effect; nearly all actives have a fitted effect of over 65% in size
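HeLa cells stably expressing A3F-eYFP plus Vif, plated and incubated overnight at 37 deg C, then exposed to compounds overnight at 37 deg C. Blocked degradation read as raised yellow fluorescence (Ex 488/Em 500-530).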
LDHA inh: blocks human lactate dehydrogenase A; AID 1347041; hit rate 0.15% among 480,000; purified LDHA, NADH/diaphorase-resazurin fluorescence; active compounds read low; P00338; activity change, % (values are at about 110 or 230 µM); in the data active = activity change below about -30%; inconclusive = mostly about -25% to -30%;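 note: plate controls were DMSO wells for no effect and wells without enzyme for full effect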
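Human LDH5 (2 nM) was incubated with 0.06 mM NADH and 0.2 mM pyruvate for 5 min at room temperature in Tris pH 7.4. Remaining NADH was coupled through diaphorase/resazurin, and resorufin fluorescence was read at 0 and 20 min.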
Vif-A3G inh: blocks the Vif interaction with human APOBEC3G. HeLa A3G-eYFP + Vif (tagged APOBEC3G with the HIV-1 protein that degrades it), YFP fluorescence, overnight. Potency, µM (doses to about 46.1 µM), without a hit: at the highest dose activity, negative = active, most hits filed as inhibitors. hit rate 0.076% among 410,000;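 note: potency is the fitted concentration of half-maximal effect; % is set by controls: 0 for no effect and ±100 for the full control effect; nearly all actives have a fitted effect of over 60% in size; hits raise eYFP signal because A3G escapes Vif-driven loss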
Target sequence (Q9HC16 whole entry, looked up): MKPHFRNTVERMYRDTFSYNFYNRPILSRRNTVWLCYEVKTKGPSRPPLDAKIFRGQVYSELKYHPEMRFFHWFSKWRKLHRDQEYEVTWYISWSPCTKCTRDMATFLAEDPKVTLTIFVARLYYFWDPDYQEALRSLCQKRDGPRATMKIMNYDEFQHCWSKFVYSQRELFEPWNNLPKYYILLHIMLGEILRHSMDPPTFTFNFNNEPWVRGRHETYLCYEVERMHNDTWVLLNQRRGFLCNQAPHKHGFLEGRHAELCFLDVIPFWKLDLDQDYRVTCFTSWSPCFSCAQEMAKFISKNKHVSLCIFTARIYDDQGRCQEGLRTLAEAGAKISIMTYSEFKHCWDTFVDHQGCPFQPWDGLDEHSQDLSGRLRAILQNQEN
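Read-out is eYFP fluorescence (Ex 488/Em 500-530) from Vif-expressing HeLa A3G-eYFP cells; more signal means A3G escaped Vif-mediated degradation. Cells plated overnight, compound pinned in, incubated overnight at 37 deg C.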
D2 antagonist: antagonizes the human D2 dopamine receptor | hit rate 2% among 340,000 | HEK293 TREx D2 cells, calcium flux, dopamine EC80 | inhibition, % at 10 µM | AID 485344 | P14416; in the data active = inhibition above about 30%; note: 0% is about no effect
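Antagonism is scored as inhibition of an EC80 dopamine-evoked calcium signal in a force-coupled, tetracycline-inducible HEK293 T-REx D2 line, with compound present 180 s before agonist.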
ERG Ets-DNA blk: ERG Ets/DNA interaction inhibition; fluorescence polarization, His-ERG Ets domain / labelled DNA; Potency, µM (titrated, usually from 76.9 µM), inactives show at the highest dose FP activity, negative = inhibition, most hits filed as inhibitors; hit rate 0.028% among 370,000; active = well fitted inhibition curve with a large enough effect in the polarisation, with a control signal flat; inconclusive = small, poorly fitted or top-dose-only effect, or effect the other way, or a change in a side signal; inactive = no such curve, though single readings can be large or run the other way; the % refers to the polarisation;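 note: polarization taken with two DNA probes labelled with fluorescein and Texas red; potency is the fitted concentration of half-maximal effect; % of control where 0% means no effect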
Target sequence (P11308 whole entry, looked up, the tested form may be a part): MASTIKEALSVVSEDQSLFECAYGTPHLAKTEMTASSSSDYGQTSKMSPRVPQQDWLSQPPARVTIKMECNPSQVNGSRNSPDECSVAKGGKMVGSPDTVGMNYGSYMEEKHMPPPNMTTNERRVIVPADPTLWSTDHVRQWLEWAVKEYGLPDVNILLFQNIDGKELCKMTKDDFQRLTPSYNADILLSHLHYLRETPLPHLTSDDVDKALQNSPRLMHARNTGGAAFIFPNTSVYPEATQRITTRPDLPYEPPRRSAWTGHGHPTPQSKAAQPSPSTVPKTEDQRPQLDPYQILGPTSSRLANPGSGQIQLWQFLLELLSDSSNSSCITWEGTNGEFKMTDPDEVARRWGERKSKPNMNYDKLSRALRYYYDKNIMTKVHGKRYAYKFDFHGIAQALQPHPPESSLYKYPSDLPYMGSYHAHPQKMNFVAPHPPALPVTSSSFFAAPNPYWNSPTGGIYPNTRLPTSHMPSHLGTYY
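His-tagged ERG Ets domain (1 uM in the protein solution; 300mM KCl, 50mM Tris-HCl, 1mM EDTA, 1mM DTT, pH 7.5) received compound, then a probe mix of 5 nM fluorescein-DNA and 100nM Texas-615-DNA. Fluorescence polarization was read for both dyes.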
RGS4 inhibitor: blocks human RGS4-accelerated GTP hydrolysis. Transcreener GDP fluorescence polarization, RGS4-accelerated GTP hydrolysis. Potency, µM (doses to about 114 µM), without a hit: top-dose activity change, negative = inhibition, hits mostly inhibitors. hit rate 0.039% among 390,000; note: potency is the fitted concentration of half-maximal effect; % is set by controls: 0 for no effect and ±100 for the full control effect; nearly all actives have a fitted effect of over 75% in size; some results filed as inactive show a strong effect at the top dose
Target sequence (P49798 whole entry, looked up): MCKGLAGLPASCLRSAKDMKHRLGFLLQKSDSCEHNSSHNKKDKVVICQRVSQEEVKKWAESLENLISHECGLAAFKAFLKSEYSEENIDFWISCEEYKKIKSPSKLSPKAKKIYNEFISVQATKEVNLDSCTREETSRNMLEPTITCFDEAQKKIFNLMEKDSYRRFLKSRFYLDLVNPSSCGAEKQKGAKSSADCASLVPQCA
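MLSMR compounds (23 nl, pin-transferred) preincubated 10 min at room temperature with a 500nM (2x) first reagent, then RGS4 at 900nM (2x) plus Transcreener GDP mix added; fluorescence polarization (620/688 nm) read before and after 90 min at 30 °C.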
D2 agonist: D2 dopamine receptor (human) agonism. hit rate 0.53% among 340,000. HEK293 T-REx D2 cells, calcium flux agonist mode. activation, % at 2 µM. AID 485358;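 active = activation over 3 SD above normal in the single-dose calcium agonist read, cut at about 30% in these data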; note: 0% is about no effect
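Tetracycline-induced HEK293 Trex cells with D2 receptor force-coupled to calcium signaling, plated overnight at 30 C and loaded with no-wash calcium dye. Calcium flux read kinetically for 180 s after compound addition; responses flag agonists.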
The depositor's hits bear a star; & = joins results of further samples; ! = repeats disagree; [ ] = dose if it differs, or a comment. Unless noted, calls come from the whole dose curve; as a rule, active = well fitted curve in the direction sought with a large enough effect; inconclusive = small, poorly fitted or top-dose-only effect, or another doubt; inactive = no such curve, though single readings can be large; an effect the other way counts as inactive or inconclusive. This is a subset; count on the stated rates, not on these rows.

`COc1ccc(N2C(=O)CS/C2=N\C(=S)Nc2ccccc2)cc1` gave GRP78 ERSR act -4%, ALOX12 inh 137%[activator], Vif-APOBEC3F blk inconclusive, LDHA inh -12, Vif-A3G inh 0%, D2 antagonist 0, ERG Ets-DNA blk 3%, RGS4 inhibitor -3% and D2 agonist -0.3.
Screening Cc1c(C(=O)N2CCc3ccccc32)oc2c1C(=O)CC(C)(C)C2 returned GRP78 ERSR act 7%, ALOX12 inh -29%, Vif-APOBEC3F blk -5%, LDHA inh -5, Vif-A3G inh 2%, D2 antagonist -6, ERG Ets-DNA blk 1%, RGS4 inhibitor -11% and D2 agonist -0.9.
For CCOc1ccc(CCNC(=O)CSc2cc(=O)n(C)c3cc(Cl)ccc23)cc1OCC the results were GRP78 ERSR act -2%&-5%, ALOX12 inh -29%&3%, Vif-APOBEC3F blk 2%&-15%, LDHA inh -6&4, Vif-A3G inh 2%&-1%, D2 antagonist 4, ERG Ets-DNA blk -1%&-3%, RGS4 inhibitor 21%&-1% and D2 agonist -0.2&-0.2.
For Cc1cccc(C)c1OCc1cc(C(=O)N2CCNC(=O)C2)no1 the results were GRP78 ERSR act 1%, ALOX12 inh 0%, Vif-APOBEC3F blk 2%, LDHA inh -10, Vif-A3G inh 3%, D2 antagonist -15, ERG Ets-DNA blk -4%, RGS4 inhibitor -18% and D2 agonist 1.9.
Screening C/C=C/Cn1c(SCc2ccc(C)cc2)nc2c1c(=O)[nH]c(=O)n2C returned GRP78 ERSR act 3%, ALOX12 inh inconclusive, Vif-APOBEC3F blk -7%, LDHA inh -8, Vif-A3G inh 0%, D2 antagonist 18, ERG Ets-DNA blk 12%, RGS4 inhibitor inconclusive and D2 agonist -1.2.
Screening Cc1ccc(OCc2nc(C#N)c(N3CCCCC3)o2)cc1 returned GRP78 ERSR act 2%, ALOX12 inh 180%[activator], Vif-APOBEC3F blk -9%, LDHA inh -4, Vif-A3G inh -8%, D2 antagonist 2, ERG Ets-DNA blk 3%, RGS4 inhibitor -3% and D2 agonist -1.0.
Screening CC1CCN(c2nc3c(c(=O)n(C)c(=O)n3C)n2CCSc2nc3ccccc3s2)CC1 returned GRP78 ERSR act -5%, ALOX12 inh 0%, Vif-APOBEC3F blk -3%, LDHA inh -7, Vif-A3G inh 3%, D2 antagonist -12, ERG Ets-DNA blk 3%, RGS4 inhibitor 26% and D2 agonist 0.0.
For Cc1ccc(-c2nnn(CC(=O)N(CC(=O)NC3CCCC3)c3ccc(F)cc3)n2)o1 the results were GRP78 ERSR act -2%, ALOX12 inh -17%, Vif-APOBEC3F blk -4%, LDHA inh -5, Vif-A3G inh -6%, D2 antagonist -32, ERG Ets-DNA blk 9%, RGS4 inhibitor -2% and D2 agonist 0.3.
COc1cc(/C=N\NC(=O)c2ccc(-c3ccccc3)cc2)cc(OC)c1OC(C)=O was read as GRP78 ERSR act 3%, ALOX12 inh 22%, Vif-APOBEC3F blk -5%, LDHA inh -2, Vif-A3G inh -6%, D2 antagonist 4, ERG Ets-DNA blk -4%, RGS4 inhibitor 6% and D2 agonist 0.2.
NC(=O)c1ncc(C(F)(F)F)cc1Oc1cccnc1 was read as GRP78 ERSR act 0%, ALOX12 inh -13%, Vif-APOBEC3F blk 7%, LDHA inh -2, Vif-A3G inh 2%, D2 antagonist 22, ERG Ets-DNA blk -10%, RGS4 inhibitor -54% and D2 agonist 0.9.
C=C[C@@H]1c2ccccc2N(S(=O)(=O)c2ccc(C)cc2)[C@H](c2ccc(C(=O)OC)cc2)C1(C#N)C#N was read as GRP78 ERSR act -3%, ALOX12 inh -7%, Vif-APOBEC3F blk 0%, LDHA inh 1, Vif-A3G inh -10%, ERG Ets-DNA blk -2% and RGS4 inhibitor 3%.
COc1ccccc1N1CCN(C(=O)C2CC=CCC2C(=O)O)CC1 (stereo not drawn) was read as GRP78 ERSR act -2%, ALOX12 inh inconclusive, Vif-APOBEC3F blk -8%, LDHA inh -2, Vif-A3G inh 4%, D2 antagonist 33*, ERG Ets-DNA blk -2%, RGS4 inhibitor -11% and D2 agonist 0.0.
`COc1ccc(C2C(C(=O)OCC(=O)N3CCCCC3)CCC(=O)N2c2ccc(OC)cc2)cc1` (stereo not drawn) gave GRP78 ERSR act -2%, ALOX12 inh -52%, Vif-APOBEC3F blk 9%, LDHA inh -4, Vif-A3G inh -8%, D2 antagonist 14, ERG Ets-DNA blk -10%, RGS4 inhibitor -2% and D2 agonist 0.6.
Screening Nc1nc(Nc2ccccc2F)nc(N2CCCC2)c1[N+](=O)[O-] returned GRP78 ERSR act 6%, ALOX12 inh -2%, Vif-APOBEC3F blk 7%, LDHA inh -4, Vif-A3G inh inconclusive, D2 antagonist -7, ERG Ets-DNA blk 3%, RGS4 inhibitor -1%[56.9 µM] and D2 agonist 0.3.
For COCC1CCN(C(=O)c2cc(COc3ccc(-n4cncn4)cc3)on2)C1 (stereo not drawn) the results were GRP78 ERSR act -4%, ALOX12 inh 5%, Vif-APOBEC3F blk -6%, LDHA inh -5, Vif-A3G inh 2%, D2 antagonist 4, ERG Ets-DNA blk -4%, RGS4 inhibitor -12% and D2 agonist 0.6.
Screening Oc1ccc(-c2cccc(-c3ccc(O)cc3)c2)cc1 returned GRP78 ERSR act 8%, ALOX12 inh -3%, Vif-APOBEC3F blk -12%, LDHA inh 1, Vif-A3G inh -5%, D2 antagonist 0, ERG Ets-DNA blk -2%, RGS4 inhibitor 12% and D2 agonist 0.3.
For CCNC(=O)C1(C)CCCN(C(=O)c2cccc(C)c2C)C1 (stereo not drawn) the results were GRP78 ERSR act -2%, ALOX12 inh -35%, LDHA inh -3 and Vif-A3G inh 1%.
`COc1cc(O)c(C(CCN2CCCC2)c2ccc(N(C)C)cc2)c(OC)c1` (stereo not drawn) gave GRP78 ERSR act -6%&-3%, ALOX12 inh 0%, Vif-APOBEC3F blk 6%, LDHA inh 0, Vif-A3G inh 2%&3%, D2 antagonist 24, ERG Ets-DNA blk -13%, RGS4 inhibitor -2%&-1% and D2 agonist 0.0.
COc1ccc(Oc2nc(Oc3ccc(OC)cc3)nc(Oc3ccc(OC)cc3)n2)cc1 was read as GRP78 ERSR act -2%, ALOX12 inh -16%, Vif-APOBEC3F blk -7%, LDHA inh -7, Vif-A3G inh -4%, D2 antagonist 2, ERG Ets-DNA blk -5%, RGS4 inhibitor -5% and D2 agonist 0.6.
COc1ccc(F)cc1S(=O)(=O)N1CCCN(S(=O)(=O)c2cc(F)ccc2OC)CC1 was read as GRP78 ERSR act 1%, ALOX12 inh -24%, Vif-APOBEC3F blk -2%, LDHA inh 1, Vif-A3G inh 7%, D2 antagonist -6, ERG Ets-DNA blk 3%, RGS4 inhibitor -11%[11.4 µM] and D2 agonist -0.2.
For COc1ccc(C(=O)NCCOC(C)C)cc1OC1CCN(C(C)=O)CC1 the results were GRP78 ERSR act -3%, ALOX12 inh 0%, Vif-APOBEC3F blk 1%, LDHA inh -3, Vif-A3G inh -2%, D2 antagonist -13, ERG Ets-DNA blk -10%, RGS4 inhibitor -3% and D2 agonist 1.2.
Screening Cc1cccc(C)c1OCC(=O)NC(Cc1c[nH]c2ccccc12)C(=O)O (stereo not drawn) returned GRP78 ERSR act 2%, ALOX12 inh inconclusive, Vif-APOBEC3F blk -20%, LDHA inh -10&-1, Vif-A3G inh 0%, D2 antagonist -8, ERG Ets-DNA blk 2%&4%, RGS4 inhibitor 16%&10% and D2 agonist -0.1&-2.2.
For Cc1cccc(OCC(=O)Nc2ccc(S(=O)(=O)Nc3onc(C)c3C)cc2)c1C the results were GRP78 ERSR act -2%&-1%, ALOX12 inh 40µM*!, Vif-APOBEC3F blk 2%&5%, LDHA inh -3&-2, Vif-A3G inh 0%&-2%, ERG Ets-DNA blk 11%&-2%, RGS4 inhibitor 4%&-13% and D2 agonist -0.4.
For O=C(NCCN1C(=O)CSC1=O)c1ccccc1 the results were GRP78 ERSR act 0%, ALOX12 inh -1%, Vif-APOBEC3F blk 7%, LDHA inh -3, Vif-A3G inh -6%, D2 antagonist 12, RGS4 inhibitor 1% and D2 agonist -0.1.
`CSc1nc(NCCN(C)C)c2sc3nc(-c4ccco4)c4c(c3c2n1)CCC4` gave GRP78 ERSR act -5%, ALOX12 inh 0%, Vif-APOBEC3F blk inconclusive, LDHA inh -2, Vif-A3G inh -9%, ERG Ets-DNA blk 6%[15.4 µM] and RGS4 inhibitor -10%.
Screening CC(=O)Nc1ccc(OC(=O)c2cccs2)cc1 returned GRP78 ERSR act -1%, ALOX12 inh -30%, Vif-APOBEC3F blk -2%, LDHA inh -1, Vif-A3G inh 0%, D2 antagonist 0, ERG Ets-DNA blk -1%, RGS4 inhibitor 4% and D2 agonist -0.3.

Retrieved by structure from the entries so far (two):
For COc1ccc(C(=O)NCCOC(C)C)cc1OC1CCN(C(C)=O)CC1 the results were GRP78 ERSR act -3%, ALOX12 inh 0%, Vif-APOBEC3F blk 1%, LDHA inh -3, Vif-A3G inh -2%, D2 antagonist -13, ERG Ets-DNA blk -10%, RGS4 inhibitor -3% and D2 agonist 1.2.
For CCNC(=O)C1(C)CCCN(C(=O)c2cccc(C)c2C)C1 (stereo not drawn) the results were GRP78 ERSR act -2%, ALOX12 inh -35%, LDHA inh -3 and Vif-A3G inh 1%.

Source: PubChem (National Center for Advancing Translational Sciences (NCATS))
